Jurkat NFkB inh: inhibitors of the PMA/ionomycin-induced NF-kB reporter in Jurkat cells; PMA/ionomycin-induced NF-kB luciferase reporter, luminescence; inhibition, % at 4 µM; 0.53% of 330,000 active; AID 435003; in the data active = inhibition above about 50%
CCR6 antagonist: blocks CCL20-driven beta-arrestin recruitment at human CCR6. CHO-K1 CCR6 PathHunter beta-arrestin, luminescence, CCL20-stimulated. P51684. AID 493098. 0.49% of 340,000 active. inhibition, % at 20 µM;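 active = compounds whose inhibition of the agonist-driven luminescence signal at 20 µM reaches about 50%, limit read from the data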;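 also: cells stimulated with CCL20 at 14 nM final; plate controls were DMSO with CCL20 for no effect and DMSO without agonist for full effect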
Target sequence (P51684 whole entry, looked up): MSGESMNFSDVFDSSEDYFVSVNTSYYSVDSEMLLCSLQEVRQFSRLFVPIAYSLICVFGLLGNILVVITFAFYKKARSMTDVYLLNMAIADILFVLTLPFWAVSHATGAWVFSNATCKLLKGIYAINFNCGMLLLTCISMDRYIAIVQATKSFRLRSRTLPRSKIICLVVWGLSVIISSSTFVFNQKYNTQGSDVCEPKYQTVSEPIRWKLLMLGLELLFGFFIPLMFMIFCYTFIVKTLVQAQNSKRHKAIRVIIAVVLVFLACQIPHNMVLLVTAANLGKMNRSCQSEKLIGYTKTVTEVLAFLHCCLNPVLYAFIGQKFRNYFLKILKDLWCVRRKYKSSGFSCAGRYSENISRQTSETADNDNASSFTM
APJ antag: blocks the human apelin receptor APJ. CHO-K1 APJ beta-arrestin complementation, luminescence. inhibition, % at 20 µM. P35414. 0.32% of 330,000 active;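 active = inhibition above about 40% at 20 µM, limit read from the data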;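 also: cells challenged with 10 nM apelin-13 agonist together with compound; plate controls were apelin-13 plus DMSO wells for no effect and DMSO wells lacking apelin-13 for full effect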
697 NFkB inh: lowers PMA/ionomycin-induced NF-kB signal in 697 B cells; 697 B-cell NF-kB luciferase reporter, 16 h; inhibition, % at 4 µM; 0.33% of 330,000 active; in the data active = inhibition above about 35%
Gli-Sufu antag: Gli-Sufu pathway antagonism. Sufu-KO-LIGHT fibroblasts, Gli luciferase reporter luminescence. inhibition, % at 5 µM. 0.74% of 340,000 active;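 active = inhibition above about 55%, limit read from the data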;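 also: 0% = DMSO-treated cells and 100% = wells with medium but no cells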
CXCR6 inh: inhibitors of human CXCR6 receptor; 0.36% of 360,000 active; inhibition, % at 20 µM; CHO-K1 PathHunter CXCR6 beta-arrestin, luminescence; in the data active = inhibition above about 34%, passing the limit was not always enough;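 also: antagonist mode with CXCL16 agonist at 10 nM final; 0% = 10 nM CXCL16 with DMSO and 100% = unstimulated wells without agonist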
Target sequence (O00574 whole entry, looked up): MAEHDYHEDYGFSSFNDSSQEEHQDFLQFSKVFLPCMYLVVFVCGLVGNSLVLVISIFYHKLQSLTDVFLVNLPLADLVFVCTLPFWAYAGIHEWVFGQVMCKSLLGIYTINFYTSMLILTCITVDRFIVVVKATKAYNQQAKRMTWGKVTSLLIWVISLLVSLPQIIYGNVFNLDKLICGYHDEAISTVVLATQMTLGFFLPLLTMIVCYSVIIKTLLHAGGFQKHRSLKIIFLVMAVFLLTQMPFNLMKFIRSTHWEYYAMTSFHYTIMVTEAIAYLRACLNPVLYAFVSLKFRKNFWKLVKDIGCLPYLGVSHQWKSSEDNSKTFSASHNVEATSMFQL
UBC13 inh: blocks human UBC13 polyubiquitin chain formation; P61088; TR-FRET; inhibition, % at 20 µM; 0.47% of 330,000 active; in the data active = inhibition above about 45%, passing the limit was not always enough
EBI2 antag: EBI2 (human) antagonism | P32249 | EBI2 beta-arrestin recruitment, luminescence, 7a,25-OHC stimulated | inhibition, % at 5 µM | 0.81% of 360,000 active | AID 651636; in the data active = inhibition above about 38%;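 also: enzyme fragment complementation signal reports receptor beta-arrestin coupling in cells; 0% = agonist plus DMSO wells and 100% = wells without agonist; some results beyond the cut were filed as inactive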
Target sequence (P32249 whole entry, looked up, the tested form may be a part): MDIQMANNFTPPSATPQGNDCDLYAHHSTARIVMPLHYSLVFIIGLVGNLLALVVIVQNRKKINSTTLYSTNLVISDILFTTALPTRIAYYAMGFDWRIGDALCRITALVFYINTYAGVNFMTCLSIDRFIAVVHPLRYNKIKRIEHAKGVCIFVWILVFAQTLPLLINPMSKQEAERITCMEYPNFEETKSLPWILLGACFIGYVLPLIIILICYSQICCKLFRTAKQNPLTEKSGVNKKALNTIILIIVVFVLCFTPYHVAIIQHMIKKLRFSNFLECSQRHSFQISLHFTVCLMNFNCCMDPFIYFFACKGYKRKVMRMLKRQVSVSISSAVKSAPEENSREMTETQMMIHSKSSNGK
The depositor's hits bear a star; . = no result given.

Start of the listing, in advance:
1) Cc1cccc(NC2=C(Cl)C(=O)OC2OC(C)C)c1 (stereo not drawn)
2) CCCCNC(=O)Cn1nc(Cc2ccncc2)c2ccccc2c1=O

| compound no. | 1 | 2 |
| --- | --- | --- |
| Jurkat NFkB inh | -1 | -21 |
| CCR6 antagonist | 14 | 8 |
| APJ antag | 5 | -10 |
| 697 NFkB inh | 12 | 10 |
| Gli-Sufu antag | -6 | 4 |
| CXCR6 inh | -3 | 11 |
| UBC13 inh | 12 | -1 |
| EBI2 antag | 5 | 0 |

The list itself, from the start:
1) Cc1cccc(NC2=C(Cl)C(=O)OC2OC(C)C)c1 (stereo not drawn)
2) CCCCNC(=O)Cn1nc(Cc2ccncc2)c2ccccc2c1=O
3) C[C@H](CO)N1C[C@H](C)[C@@H](CN(C)S(=O)(=O)c2cccs2)Oc2ccc(NC(=O)Nc3ccc4c(c3)OCO4)cc2C1=O
4) Cc1cc(NC(=O)CSc2ncc(CO)n2Cc2ccc(F)cc2)no1
5) COc1ccc2c3c(cccc13)N(C)N=C2C
6) Cc1ccnc(NC(=O)c2cc3ccccc3oc2=O)c1

| compound no. | 1 | 2 | 3 | 4 | 5 | 6 |
| --- | --- | --- | --- | --- | --- | --- |
| Jurkat NFkB inh | -1 | -21 | -2 | 5 | 11 | -85 |
| CCR6 antagonist | 14 | 8 | 2 | 4 | -10 | 7 |
| APJ antag | 5 | -10 | 1 | 24 | -48 | -10 |
| 697 NFkB inh | 12 | 10 | 15 | 6 | -30 | -86 |
| Gli-Sufu antag | -6 | 4 | -8 | 0 | 6 | -101 |
| CXCR6 inh | -3 | 11 | 9 | -5 | 6 | -3 |
| UBC13 inh | 12 | -1 | 5 | 9 | -52 | -17 |
| EBI2 antag | 5 | 0 | 2 | -5 | -6 | -3 |

Six compounds from above with just Jurkat NFkB inh and CCR6 antagonist.
nr | SMILES | Jurkat NFkB inh | CCR6 antagonist
1 | Cc1cccc(NC2=C(Cl)C(=O)OC2OC(C)C)c1 (stereo not drawn) | -1 | 14
2 | CCCCNC(=O)Cn1nc(Cc2ccncc2)c2ccccc2c1=O | -21 | 8
3 | C[C@H](CO)N1C[C@H](C)[C@@H](CN(C)S(=O)(=O)c2cccs2)Oc2ccc(NC(=O)Nc3ccc4c(c3)OCO4)cc2C1=O | -2 | 2
4 | Cc1cc(NC(=O)CSc2ncc(CO)n2Cc2ccc(F)cc2)no1 | 5 | 4
5 | COc1ccc2c3c(cccc13)N(C)N=C2C | 11 | -10
6 | Cc1ccnc(NC(=O)c2cc3ccccc3oc2=O)c1 | -85 | 7

Next section.
7) Nc1nc(SCC(=O)Nc2cccc(Oc3ccccc3)c2)n[nH]1
8) COc1ccc(CC2NCCC3(O)CCCCC23)cc1 (stereo not drawn)
9) CC(=O)c1ccc(OCCCC(=O)NC2CCCCC2C)cc1 (stereo not drawn)
10) CSc1cccc(NC(=O)C2CCN(S(=O)(=O)c3ccc4c(c3)NC(=O)CO4)CC2)c1
11) Cc1[nH]c(=S)c(C#N)c(C)c1CCC#N
12) CCOc1ccc(N(CC(=O)Nc2cccc(Br)c2)S(C)(=O)=O)cc1

| compound no. | 7 | 8 | 9 | 10 | 11 | 12 |
| --- | --- | --- | --- | --- | --- | --- |
| Jurkat NFkB inh | -3 | 2 | -6 | 24 | 4 | -5 |
| CCR6 antagonist | -2 | -1 | 24 | 18 | -26 | 22 |
| APJ antag | 10 | -5 | 10 | -9 | 7 | -5 |
| 697 NFkB inh | -2 | 12 | -4 | 20 | 16 | 7 |
| Gli-Sufu antag | 53 | 1 | -17 | -16 | -5 | -3 |
| CXCR6 inh | 3 | 3 | 7 | -12 | -8 | 1 |
| UBC13 inh | 9 | -1 | -1 | 8 | 14 | 6 |
| EBI2 antag | -9 | -13 | 5 | 11 | -3 | 3 |

13) O=C(COC(=O)CSc1ccc([N+](=O)[O-])cc1)NCc1cccs1
14) COc1ccc(C(=O)NCCCNC(=O)c2cccnc2)cc1OC
15) COc1cc(C=CC(=O)OCC=Cc2ccc3c(c2)OCO3)cc(OC)c1OC
16) COc1ccc(CCN=C2SCC(=O)N2Cc2ccccc2)cc1OC
17) Cc1ccc(SCCNC(=O)C(C)C)cc1
18) CN1/C(=C\C(=O)c2ccccc2Cl)c2ccccc2CC1(C)C

| compound no. | 13 | 14 | 15 | 16 | 17 | 18 |
| --- | --- | --- | --- | --- | --- | --- |
| Jurkat NFkB inh | -15 | 11 | . | 3 | -1 | -15 |
| CCR6 antagonist | 4 | 13 | 9 | 31 | 11 | -5 |
| APJ antag | -73 | 18 | . | 0 | -2 | 11 |
| 697 NFkB inh | -16 | 11 | . | -8 | -4 | 19 |
| Gli-Sufu antag | 3 | 3 | -1 | 10 | 6 | 1 |
| CXCR6 inh | -5 | 3 | 9 | 12 | -3 | 1 |
| UBC13 inh | -8 | 4 | . | 3 | -2 | 4 |
| EBI2 antag | -4 | -2 | 1 | 8 | 9 | -14 |

19) COc1ccc(C2c3ccc(O)cc3Oc3ncn4nc(-c5ccccn5)nc4c32)cc1 (stereo not drawn)
20) COc1ccccc1NC(=O)C1=C(C)NC(SCC(=O)c2ccccc2)=C(C#N)C1c1ccco1 (stereo not drawn)
21) CCCOc1ccc(C2NC(=S)NC(c3ccccc3)=C2C(=O)Nc2ccc(C)cc2)cc1OC (stereo not drawn)
22) Cc1nn(Cc2c(Cl)cccc2Cl)c(C)c1NC(=O)c1sc2ccccc2c1Cl
23) CCOc1cc(NC(=O)C2CC2)c(OCC)cc1NC(=O)c1ccccn1
24) C=CC[C@H]1C=C[C@@H](C(C(=O)OC)C(=O)OC)CN1C(C)=O

| compound no. | 19 | 20 | 21 | 22 | 23 | 24 |
| --- | --- | --- | --- | --- | --- | --- |
| Jurkat NFkB inh | 11 | . | -5 | 1 | -10 | . |
| CCR6 antagonist | 9 | 4 | 4 | -11 | 23 | -2 |
| APJ antag | 25 | . | 7 | -1 | -9 | . |
| 697 NFkB inh | 7 | . | 4 | 5 | 15 | . |
| Gli-Sufu antag | -8 | -1 | -5 | -7 | 4 | -9 |
| CXCR6 inh | -9 | 10 | 17 | 2 | -3 | 8 |
| UBC13 inh | -7 | . | -12 | 12 | -10 | . |
| EBI2 antag | 47* | 18 | 5 | 10 | 14 | -2 |

25) Fc1ccc(Nc2nnc(C(F)(F)F)s2)cc1
26) COc1ccc(Cl)cc1NC(=O)c1ccccc1C
27) Cc1onc(-c2c(Cl)cccc2Cl)c1CO/N=C(\C#N)c1c(Cl)cccc1Cl
28) CCN1C(=O)[C@@H]2[C@@H](c3ccc(-c4ccc(Cl)c(Cl)c4)cc3)N3CCCC[C@@]3(C(=O)OC)[C@@H]2C1=O
29) CCN(CC(=O)N1CCN(C)CC1)S(=O)(=O)c1ccc(Cl)cc1
30) COc1ccccc1NC(=O)COC(=O)c1c[nH]c2ccccc12

| compound no. | 25 | 26 | 27 | 28 | 29 | 30 |
| --- | --- | --- | --- | --- | --- | --- |
| Jurkat NFkB inh | 30 | -11 | 13 | 20 | -8 | -3 |
| CCR6 antagonist | 12 | 7 | 19 | 3 | -3 | 3 |
| APJ antag | -12 | -4 | 10 | 23 | -21 | 8 |
| 697 NFkB inh | 15 | -5 | -3 | 26 | -1 | -7 |
| Gli-Sufu antag | 9 | 3 | 12 | -4 | -1 | -8 |
| CXCR6 inh | 10 | 0 | 17 | 2 | -3 | -7 |
| UBC13 inh | 5 | 4 | 5 | -13 | -4 | 18 |
| EBI2 antag | 8 | 15 | 19 | 30 | -6 | 1 |

New compounds follow:
nr	molecule	Jurkat NFkB inh	CCR6 antagonist	APJ antag	697 NFkB inh	Gli-Sufu antag	CXCR6 inh	UBC13 inh	EBI2 antag
31	COc1ccc(NS(=O)(=O)c2cccc(C(=O)NCC(c3ccc(OC)cc3)N3CCCCC3)c2)cc1 (stereo not drawn)	.	17	.	.	12	25	.	12
32	O=C(NC(=S)N(CCO)Cc1ccccc1)c1ccc(F)cc1Cl	-3	14	25	11	6	10	12	2
33	O=C(Nc1cccc(C(F)(F)F)c1)c1sc(Cl)nc1C(F)(F)F	97*	1	7	-207	14	-25	-4	2
34	CCN(CC)C(=O)CCNS(=O)(=O)c1ccc(C)cc1	-12	12	18	-3	1	-7	-1	-6
35	COc1ccc(Oc2nc3c(c(=O)n(C)c(=O)n3C)n2Cc2cccc(OC)c2)cc1	12	-5	15	-14	16	4	-13	9
36	CC(C)CN(C(=O)CCNC(=O)c1ccc([N+](=O)[O-])cc1)C1CCS(=O)(=O)C1 (stereo not drawn)	1	-12	2	17	2	-1	13	3
37	Cc1noc(NS(=O)(=O)c2ccc(NC(=O)c3cc(=O)c4ccccc4o3)cc2)c1C	14	9	-20	16	1	-9	-1	-10
38	CCOc1ccc(Cn2cc(F)c(=O)[nH]c2=O)cc1	15	2	-14	-14	7	4	0	4
39	N#CCSc1nc2ccccc2c(=O)n1-c1ccccc1	-8	21	-9	10	-3	6	3	5
40	Cn1cnnc1SCC(=O)Nc1ccc(Cl)c(S(=O)(=O)N2CCOCC2)c1	2	1	9	8	2	4	4	-5
41	COC(=O)COc1ccc(S(=O)(=O)N2CCCCC2)cc1[N+](=O)[O-]	6	2	0	20	5	0	3	-6
42	CNC(=S)N1N=C(c2ccccc2)CC1c1ccc(OC)c(OC)c1 (stereo not drawn)	2	11	-3	5	7	1	5	4
43	Cc1ccc(NC(=O)CSc2nc3ccccc3nc2N2CCCC2)cc1	-4	17	22	-34	-7	4	15	0
44	O=C1C=C(NNC(=O)c2ccccc2Br)CCC1	4	12	-1	12	-1	-2	-1	-12
45	CC(C)(O)c1ccccc1CC[C@@H](SCC1(CC(=O)O)CC1)c1cccc(/C=C/c2ccc3ccc(Cl)cc3n2)c1	10	-2	10	-32	-20	9	-38	.

Some of these compounds in order of length of the SMILES, lowest first:
nr	molecule	Jurkat NFkB inh	CCR6 antagonist	APJ antag	697 NFkB inh	Gli-Sufu antag	CXCR6 inh	UBC13 inh	EBI2 antag
30	COc1ccccc1NC(=O)COC(=O)c1c[nH]c2ccccc12	-3	3	8	-7	-8	-7	18	1
7	Nc1nc(SCC(=O)Nc2cccc(Oc3ccccc3)c2)n[nH]1	-3	-2	10	-2	53	3	9	-9
28	CCN1C(=O)[C@@H]2[C@@H](c3ccc(-c4ccc(Cl)c(Cl)c4)cc3)N3CCCC[C@@]3(C(=O)OC)[C@@H]2C1=O	20	3	23	26	-4	2	-13	30

(list continues)
nr	molecule	Jurkat NFkB inh	CCR6 antagonist	APJ antag	697 NFkB inh	Gli-Sufu antag	CXCR6 inh	UBC13 inh	EBI2 antag
46	O=C(CCn1cnc2ccccc2c1=O)Nc1cccc(Cl)c1	-8	15	14	1	-3	-1	4	-1
47	Cc1[nH]n(-c2ccccc2)c(=O)c1/C=N/NC(=O)c1ccc(O)cc1O	-27	13	0	-9	-1	4	-33	13
48	Cc1cc(F)ccc1S(=O)(=O)Nc1c(C)n(C)n(-c2ccccc2)c1=O	14	1	-81	8	5	4	0	-7
49	CC1=NN(C(N)=S)C(=O)C1N=Nc1cccc(C(=O)O)c1 (stereo not drawn)	22	19	17	17	14	5	-3	-4
50	CCOc1ccc(N2CC(NS(=O)(=O)c3cccs3)CC2=O)cc1 (stereo not drawn)	-5	-10	-23	-2	-6	0	-1	9
51	N#CCCCCn1c(-c2cncs2)nc2ccccc21	7	20	18	-33	4	-1	-8	-8
52	Cc1ccc(S(=O)(=O)N2CCOCC2)cc1NC(=O)CN1CCC(Cc2ccccc2)CC1	19	22	1	-12	33	4	10	16
53	COc1ccccc1N1CCN(c2ccc3ccccc3n2)CC1	-157	26	11	-311	-52	-12	-1	17
54	COc1cccc(C2C(C(=O)Nc3ccccc3)=C(C)N=c3s/c(=C/c4ccc(OCC(=O)O)cc4)c(=O)n32)c1 (stereo not drawn)	-6	11	17	9	-6	16	-9	-2
55	CN(C)c1cc[n+](CC(=O)c2ccc(Br)cc2)cc1	4	9	-9	7	4	-9	2	-9
56	Cc1nnc(N(C)C(=O)c2cnccn2)s1	-2	15	3	-19	-5	3	-9	-1
57	O=C(CNC(=O)c1ccco1)OCC(=O)c1ccc(Cl)cc1	10	10	18	19	-7	2	0	-5
58	CC(C)(O)/C=C1/Oc2ccccc2C1N1CCCCC1 (stereo not drawn)	-14	26	10	5	-3	-8	-3	-21
59	CCC(NC(C)C)C(O)c1ccc(O)c(O)c1 (stereo not drawn)	5	5	-10	17	-1	-4	19	-10

High-throughput results deposited in PubChem BioAssay by Sanford-Burnham Center for Chemical Genomics.
